Screening results as filed in PubChem.
Tb PGK inh = T. brucei PGK inhibition. hit rate 0.043% among 380,000. PGK/GAPDH coupled, Kinase-Glo luminescence, 60 min. P07378. Potency, µM (highest dose often 57.5 µM), without a hit: top-dose activity change, negative = inhibition, most hits filed as inhibitors; note: potency is the fitted concentration of half-maximal effect; % is set by controls: 0 for no effect and ±100 for the full control effect; nearly all actives have a fitted effect of over 60% in size
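Luminescent ATP detection (Kinase-Glo Plus) follows a 60-minute room-temperature incubation, with wells lacking PGK as controls. Buffer: 100 mM TEA (pH 7.6), 5 mM MgCl2, 0.01% Tween-20. Coupling enzyme GAPDH (100 nM final) supplies unstable 1,3-BPG in-well.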
PI4K2A inh = PI4K2A (human) kinase inhibition; purified PI4K2A, ADP-Glo luminescence, 1 h; active compounds read low; AID 1346378; activity change, negative = inhibition, % at 76.9 µM; hit rate 0.13% among 420,000; Q9BTU6; in the data active = activity change below about -50%; inconclusive = mostly about -30% to -49%;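 note: -100% = wells without enzyme as full effect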
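ADP-Glo luminescence measured ADP generated by PI4K2A enzyme (4 ug/mL before mixing) with 1.2 mM PI substrate (pre-mix) and 300 microM ATP (pre-mix). Tris pH7.5 buffer with MgCl2, Triton X-100; 1 h reaction at ambient temperature.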
Pol eta inh = blocks human DNA polymerase eta activity | Q9Y253 | recombinant Pol eta, fluorescent DNA replication assay | Potency, µM (titrated, usually from 114 µM), without a hit: at the top dose activity change, negative = inhibition, usual class: inhibitors | hit rate 1.2% among 390,000 | AID 588591; note: potency is the fitted concentration of half-maximal effect; % is set by controls: 0 for no effect and ±100 for the full control effect
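Fluorescent replication assay: 50 nM final substrate added after a 15 min room-temperature compound preincubation with 10 nM enzyme. Signal taken at 0 min and again at 10 min.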
GLS inhibitor = inhibitors of human glutaminase (GLS); AID 624170; Potency, µM (top dose mostly 45.5 µM), inactives show at the top dose activity change, negative = inhibition, actives largely listed as inhibitors; hit rate 0.21% among 410,000; GLS enzymatic activity, qHTS titration; O94925; note: potency is the fitted concentration of half-maximal effect; % is set by controls: 0 for no effect and ±100 for the full control effect
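Assay buffer: 45 mM KH2PO4 pH 8.2, 0.02% Tween-20. hKGA acts on L-glutamine (1 mM solution added); product glutamate is reported by an oxidase/peroxidase Amplex Red coupling, with fluorescence taken at baseline and 30 min.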
JMJD2A Tudor = JMJD2A Tudor domain (human) inhibition | AID 504339 | Potency, µM (top dose mostly 114 µM), without a hit: at the top dose activity change, negative = inhibition, usual class: inhibitors | AlphaScreen JMJD2A-Tudor / H3K4me3 peptide binding | hit rate 4.4% among 390,000 | O75164; note: potency is the fitted concentration of half-maximal effect; % is set by controls: 0 for no effect and ±100 for the full control effect; nearly all actives have a fitted effect of over 50% in size
BAZ2B inh = blocks human BAZ2B; hit rate 4.4% among 360,000; AlphaScreen BAZ2B-H3K14Ac peptide displacement; Potency, µM (doses to about 114 µM), without a hit: top-dose activity change, negative = inhibition, hits mostly inhibitors; Q9UIF8; note: potency is the fitted concentration of half-maximal effect; % is set by controls: 0 for no effect and ±100 for the full control effect; nearly all actives have a fitted effect of over 60% in size
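Complex of BAZ2B and biotin-H3K14Ac (50 nM apiece) forms over 30 min at RT, then faces library compounds up to 110 uM for another 30 min; AlphaScreen beads added, 20 min dark incubation, luminescence read.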
HP1b binding inh = inhibitors of HP1-beta chromodomain binding to methylated histone tails. AlphaScreen HP1-beta / biotin-H3K9me3 peptide binding. hit rate 0.56% among 390,000. AID 540317. Potency, µM (highest dose often 114 µM), without a hit: at the highest dose activity change, negative = inhibition, usual class: inhibitors; note: potency is the fitted concentration of half-maximal effect; nearly all actives have a fitted effect of over 70% in size; inactives centre near 23
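Compound inhibition of the preformed complex between 50 nM HP1-beta and 50 nM biotinylated H3K9me3 peptide was read by AlphaScreen. Buffer was PBS pH 7.4 with 0.01% Tween-20. Incubations ran 30 min at room temperature, with 10 ug/mL donor/acceptor beads.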
G9a block = blocks human histone lysine methyltransferase G9a; Q96KQ7; Potency, µM (series often up to 102 µM), for inactives: at the top dose activity, negative = inhibition, hits mostly inhibitors; hit rate 8.8% among 350,000; AID 504332; G9a H3K9 monomethylation, AlphaScreen, 2 h; note: potency is the fitted concentration of half-maximal effect; % is set by controls: 0 for no effect and ±100 for the full control effect; nearly all actives have a fitted effect of over 75% in size
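Methyltransferase reactions run at room temperature for 2 h (20 nM enzyme, 500 nM biotin-H3K9 peptide, 20 uM SAM) after a 15 min compound preincubation; product detected by AlphaScreen beads and anti-H3K9me1 antibody.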
Pin1 inhibitor = blocks the human prolyl isomerase Pin1 | Q13526 | Pin1 FP peptide displacement, HiFluor488, 10 min | Potency, µM (series often up to 115 µM), for inactives: top-dose activity, negative = inhibition, usual class: inhibitors | hit rate 0.009% among 390,000 | AID 504891; active = well fitted inhibition curve with a large enough effect in the polarisation, with a control signal flat, not every such curve was filed as active; inconclusive = small, poorly fitted or top-dose-only effect, or effect the other way, or a change in a side signal; inactive = no such curve, though single readings can be large or run the other way; the % refers to the polarisation; note: potency is the fitted concentration of half-maximal effect; % is set by controls: 0 for no effect and ±100 for the full control effect
* hit, by the source's call; i = inactive; u = inconclusive; x = not tested or not shown; & = joins results of further samples; [ ] = remark or other dose. Unless noted, calls come from the whole dose curve; as a rule, active = well fitted curve in the direction sought with a large enough effect; inconclusive = small, poorly fitted or top-dose-only effect, or another doubt; inactive = no such curve, though single readings can be large; an effect the other way counts as inactive or inconclusive. The list is partial; count on the stated rates, not on these rows.

item	structure	Tb PGK inh	PI4K2A inh	Pol eta inh	GLS inhibitor	JMJD2A Tudor	BAZ2B inh	HP1b binding inh	G9a block	Pin1 inhibitor
1	Cc1ccc(C)c(NC(=O)CCc2c(C)nn(-c3ccc(N4CCCCC4)nn3)c2C)c1	i	4	-4%	5%	-22%	-22%	41%[activator]	-8%[59 µM]	-8%
2	O=C(CSc1ccc(Cl)cc1)Nc1ccc(NC(=O)c2ccco2)cc1	7%	-5	-3%	9%	-16%	1%	23%	-6%[59 µM]	6%
3	Cc1ccccc1NC(=O)CSC1=NCCN1	-3%	-6	-16%	3%	3%	-3%	36%	-2%[59 µM]	-3%
4	COC(=O)C1(Cc2cc(-c3ccc([N+](=O)[O-])cc3)no2)CCN(C(=O)OC(C)(C)C)CC1	-1%	2	-27%	-6%	-33%	-35%	14%	3%[2.33 µM]	2%
5	CCOc1ccc(CN2CCN(CC3CC3)CC2CCO)cc1 (stereo not given)	-9%	4	-17%	-5%	-1%	8%	26%	17%	1%
6	O=C(COC(=O)C1CCN(S(=O)(=O)c2ccc3c(c2)OCCO3)CC1)Nc1cccc2ccccc12	i	-2	-15%	-9%	0%	4%	48%[activator]	12%[59 µM]	6%
7	CCN(C(=O)Cn1c(=O)n(-c2ccccc2)c(=O)c2ccc(C(=O)NCc3ccc4c(c3)OCO4)cc21)c1cccc(C)c1	i	0	-3%	-3%	-13%	-11%	14%	-12%[59 µM]	5%
8	CN(C(=O)CSc1nc2[nH]ncc2c(=O)[nH]1)c1ccccc1	-2%	-2	-15%	-2%	-3%	-2%	39%	2%	3%
9	Cc1ccc(-c2nc(CS(=O)CC(=O)NCCc3ccc(Cl)cc3)c(C)o2)cc1 (stereo not given)	i	-1	-20%	-1%	-25%	u	16%	-36%[59 µM]	17%
10	OC(COc1cccc2ccccc12)CN1CCCC1 (stereo not given)	10%	-2	-9%	14%	-16%	-37%	23%	-10%	23%
11	Cc1ccc(-c2[nH]c(-c3ccc(C(=O)O)cc3)nc2-c2ccccc2)cc1	-1%	-5	-3%	17%	u	u	-33%	u	u
12	Cc1ccc(CN(C)C(=O)C2CCCN2C(=O)c2cccs2)o1 (stereo not given)	-4%	0	-10%	4%	-20%	-23%	-3%	45µM*	2%
13	CCCCSc1nnc([C@H](CC(C)C)NC(=O)OC(C)(C)C)o1	-8%	-2	-12%	-6%	4%	1%	57%[activator]	-14%[59 µM]	3%
14	COc1ccc(C2=NN(c3ccc(C(=O)O)cc3)C(c3ccc(OC)c(OC)c3)C2)cc1 (stereo not given)	-3%	-10	u	5%	42%[activator]	24%	88%[activator]	39%[activator]	-10%
15	O=C(Nc1ccc([N+](=O)[O-])cc1)C1CC12CCC2 (stereo not given)	i	1	-12%	11%	-21%	-28%	11%	-10%	-11%
16	COC(=O)c1cc(S(=O)(=O)NCCc2ccc(C)cc2)c[nH]1	-3%	-2	4%	-2%	-27%	-18%	19%	17%	-3%
17	Cc1ccc(C2=NN(C(=O)CSc3nccn3C)C(c3ccco3)C2)cc1 (stereo not given)	i	-1	-21%	6%	u	u	13%	u	-1%
18	Cc1cc2c(NC3CCCCC3)ncnc2s1	0%	2	6%	-7%	-1%	-11%	28%	x	-2%
19	CN1C(=O)c2c(sc3c2CC(C)(C)SC3)N2CCN=C12	-10%	-1	-4%	4%	-14%	-25%	26%	u	7%
20	Cc1ccccc1/[N+]([O-])=C/c1ccncc1	-1%	9	2%	20%	-9%	28%	17%	u	-4%

Compounds above containing a carbonyl joined to an NH by a bond outside any ring, in the order listed:
item	structure	Tb PGK inh	PI4K2A inh	Pol eta inh	GLS inhibitor	JMJD2A Tudor	BAZ2B inh	HP1b binding inh	G9a block	Pin1 inhibitor
1	Cc1ccc(C)c(NC(=O)CCc2c(C)nn(-c3ccc(N4CCCCC4)nn3)c2C)c1	i	4	-4%	5%	-22%	-22%	41%[activator]	-8%[59 µM]	-8%
2	O=C(CSc1ccc(Cl)cc1)Nc1ccc(NC(=O)c2ccco2)cc1	7%	-5	-3%	9%	-16%	1%	23%	-6%[59 µM]	6%
3	Cc1ccccc1NC(=O)CSC1=NCCN1	-3%	-6	-16%	3%	3%	-3%	36%	-2%[59 µM]	-3%
6	O=C(COC(=O)C1CCN(S(=O)(=O)c2ccc3c(c2)OCCO3)CC1)Nc1cccc2ccccc12	i	-2	-15%	-9%	0%	4%	48%[activator]	12%[59 µM]	6%
7	CCN(C(=O)Cn1c(=O)n(-c2ccccc2)c(=O)c2ccc(C(=O)NCc3ccc4c(c3)OCO4)cc21)c1cccc(C)c1	i	0	-3%	-3%	-13%	-11%	14%	-12%[59 µM]	5%
9	Cc1ccc(-c2nc(CS(=O)CC(=O)NCCc3ccc(Cl)cc3)c(C)o2)cc1 (stereo not given)	i	-1	-20%	-1%	-25%	u	16%	-36%[59 µM]	17%
13	CCCCSc1nnc([C@H](CC(C)C)NC(=O)OC(C)(C)C)o1	-8%	-2	-12%	-6%	4%	1%	57%[activator]	-14%[59 µM]	3%
15	O=C(Nc1ccc([N+](=O)[O-])cc1)C1CC12CCC2 (stereo not given)	i	1	-12%	11%	-21%	-28%	11%	-10%	-11%

(list continues)
item	structure	Tb PGK inh	PI4K2A inh	Pol eta inh	GLS inhibitor	JMJD2A Tudor	BAZ2B inh	HP1b binding inh	G9a block	Pin1 inhibitor
21	COC(=O)c1ccc(C)c(NC(=O)CN(c2cc(OC)ccc2OC)S(C)(=O)=O)c1	-5%	-5	0%	-6%	-10%	-1%	13%	-32%	0%
22	CCOc1ccc(N2C(=O)CC(N3CCN(C4CCc5ccccc5C4)CC3)C2=O)cc1 (stereo not given)	-9%	-2	3%	1%	-16%	-2%	13%	-2%	-8%
23	Cc1ccc(C(=O)C[n+]2cc(Br)cc(Br)c2)cc1[N+](=O)[O-]	-1%	-8	u	2%	u	u	3%	50µM*	-6%
24	COc1ccc(N2CCN(C(=O)c3ccc(CS(=O)c4cccc(C)c4)o3)CC2)cc1 (stereo not given)	2%&10%	-3&0	4%&-15%	46%&21%[activator]	-22%&-20%	u	22%&33%	56µM*	2%&-3%
25	Cc1cccc(N=C2NC(=O)/C(=C/c3cccnc3)S2)c1C	4%	0	-2%	-2%	-26%	-18%	6%	u	2%
26	O=C(Nc1ccc(S(=O)(=O)Nc2ncccn2)cc1)c1cc([N+](=O)[O-])ccc1Cl	-9%	0	10%	-2%	-11%	7%	49%[activator]	x	-3%
27	O=C(CSc1nnc(COc2ccc(Cl)cc2)o1)N1CCOCC1	i	-2	-8%	-7%	-4%	-1%	41%[activator]	55%	0%
28	CC(=O)c1cccc(NC(=O)c2nc(-c3ccc(C)cc3)n3c2CCCCC3)c1	9%	1	-19%	-2%	14%	17%	80%[activator]	6%[59 µM]	u
29	N#CCSc1nnc(CNc2cccc(Cl)c2)o1	1%	4	-3%	17%	-11%	8%	60%[activator]	26%[59 µM]	-2%
30	CC(C)NCC(O)COc1ccc(Br)cc1 (stereo not given)	-7%	0	-5%	33%[activator]	-14%	-15%	5%	u	-2%

Random excerpt: 2 entries already listed.
item	structure	Tb PGK inh	PI4K2A inh	Pol eta inh	GLS inhibitor	JMJD2A Tudor	BAZ2B inh	HP1b binding inh	G9a block	Pin1 inhibitor
25	Cc1cccc(N=C2NC(=O)/C(=C/c3cccnc3)S2)c1C	4%	0	-2%	-2%	-26%	-18%	6%	u	2%
24	COc1ccc(N2CCN(C(=O)c3ccc(CS(=O)c4cccc(C)c4)o3)CC2)cc1 (stereo not given)	2%&10%	-3&0	4%&-15%	46%&21%[activator]	-22%&-20%	u	22%&33%	56µM*	2%&-3%

Next part:
item	structure	Tb PGK inh	PI4K2A inh	Pol eta inh	GLS inhibitor	JMJD2A Tudor	BAZ2B inh	HP1b binding inh	G9a block	Pin1 inhibitor
31	Cc1nn(-c2ccccc2)c2c1C1(C(=O)N(C)c3ccccc31)C(C#N)=C(N)O2 (stereo not given)	-9%	0	-1%	22%	-15%	-1%	4%	-2%[12.7 µM]	-1%
32	COc1cc(OC)cc(-c2nc3nc(C)c(CCC(=O)Nc4ccc(F)cc4F)c(C)n3n2)c1	7%	-4	-15%	-4%	-20%	-19%	28%	-31%[59 µM]	0%
33	O=C(N/N=C/c1ccc2cccc(OCc3ccccc3)c2n1)c1ccc(Br)cc1	7%	6	-16%	-5%	-23%	9%[57.1 µM]	46%[activator]	7%[12.7 µM]	u
34	CCCCN(C(=O)C(C)N1C(=O)c2ccccc2C1=O)c1c(N)n(CC(C)C)c(=O)[nH]c1=O (stereo not given)	u	-2	-10%	3%	-11%	37%[activator]	23%	3%[59 µM]	7%
35	Nc1nc(CN2CCOCC2)cs1	7%	-5	-1%	u	22µM*	1%	-6%	24%[12.7 µM]	-7%
36	COc1ccc(NC(=O)c2nc(-c3ccc(C)cc3)n3c2CCCCC3)c(OC)c1	i	0	-16%	3%	-11%	0%	24%	5%[59 µM]	1%
37	Cc1cccc(NC(c2ccc(O)cc2)c2ccc3ccc(C)nc3c2O)n1 (stereo not given)	i	-6	-12%	17%	45µM*	u	u	4.5µM*	u
38	COC(=O)C1=C(NC(=O)c2ccc(Br)cc2)CCS1	-8%	2	-8%	2%	-12%	-13%	37%	22%	-2%
39	COc1ccc2nc(NC(=O)CSc3nnnn3C3CCCCC3)sc2c1	x	1	-15%	3%	-31%	-6%	22%	-2%[59 µM]	0%
40	CCOc1ccc(C(=O)CCN2CCOCC2)cc1	-4%	12	-6%	14%	-11%	-15%	49%[activator]	40µM*	-1%
